High-throughput results as filed in PubChem BioAssay.
NTR1 agonist = agonists of NTR1, primary screen, imaging, U2OS cells, beta-arrestin-GFP, high content (AID 493036); activation, % at 20 µM; Neurotensin receptor type 1 (Homo sapiens), P30989; NTR1-U2OS beta-arrestin-GFP spot imaging, agonist mode; 330,000 compounds, 0.17% hits;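 active = activation at or above 40% of the spot to cytoplasm intensity ratio, with at least 20 cells analyzed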;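 note: 0% = DMSO without peptide and 100% = 100 nM NTR1 peptide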
Target sequence (P30989 whole entry, looked up): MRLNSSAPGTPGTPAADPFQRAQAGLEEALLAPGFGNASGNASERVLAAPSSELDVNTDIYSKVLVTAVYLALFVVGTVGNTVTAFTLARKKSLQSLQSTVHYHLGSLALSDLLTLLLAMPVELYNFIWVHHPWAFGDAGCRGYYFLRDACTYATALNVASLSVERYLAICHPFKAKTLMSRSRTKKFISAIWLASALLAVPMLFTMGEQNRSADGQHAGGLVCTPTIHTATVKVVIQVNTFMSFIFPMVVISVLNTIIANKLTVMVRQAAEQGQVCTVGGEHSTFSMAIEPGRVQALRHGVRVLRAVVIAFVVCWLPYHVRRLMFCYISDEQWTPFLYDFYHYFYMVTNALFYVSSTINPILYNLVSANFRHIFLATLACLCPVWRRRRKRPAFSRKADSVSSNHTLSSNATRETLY
T cell HTS = modulators of CD8 T cell-vesicle binding, primary screen, mouse 2C CD8+ T cells, flow cytometry; 2C CD8+ T cell-vesicle binding; hits give low values; AID 2052, 2009; calls only at 7 µM; 330,000 compounds, 0.068% hits;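 active = response, share of CD8 T cells binding vesicles, and their 90th percentile fluorescence all below set limits, cut at about 80% in these data, passing the limit was not always enough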
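System: murine 2C transgenic CD8+ T lymphocytes; also added: QL9-loaded Drosophila micro-vesicles; times: binding 1.5 h at 37 °C; measured by: flow cytometry, PE anti-B7-1 (FL2) versus Alexa647 anti-CD8 (FL8), PFA-fixed; control set: Peptide-free naked vesicles (low) and QL9 vesicles with 0.7% DMSO vehicle (high)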
KOR beta-arrestin-1 = KOR agonists, beta-arrestin recruitment, primary screen, cell-based, luminescence, uHTS (AID 1777); Kappa-type opioid receptor (Homo sapiens); KOR beta-arrestin recruitment, luminescence; higher % means a stronger effect; activation, % at 10 µM, or EC50 in µM where a hit was titrated; 280,000 compounds, 0.02% hits; in the data active = activation above about 50%, passing the limit was not always enough; note: a part of the inactive calls stands beside numbers as strong as those of hits
GPR55 LPI antagonism = GPR55 antagonists blocking LPI-driven arrestin recruitment, primary screen, imaging, U2OS, beta-arrestin-GFP, LPI agonist (AID 2013); G-protein coupled receptor 55 (Homo sapiens); U2OS GPR55 beta-arrestin-GFP translocation imaging, LPI antagonism; higher % means a stronger effect; inhibition, % at 10 µM, or IC50 in µM where a hit was titrated; 290,000 compounds, 0.13% hits;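 active = spots per cell inhibited over 60%, with over 100 cells counted and total cytoplasm intensity under 500,000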;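 note: U2OS cells stably carrying GPR55 and arrestin-GFP stimulated by 5 µM LPI near EC80; imaged beta-arrestin-GFP aggregate spots per cell after agonist stimulation; plate controls were LPI-stimulated DMSO wells for no effect and DMSO wells without LPI for full effect; some results filed as inactive read as strong as hits; confirmed hits need IC50 under 10 µM and bright autofluorescent wells are also inconclusive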
GPR35 antagonists = GPR35 antagonists blocking zaprinast-driven arrestin recruitment, primary screen, imaging, U2OS, beta-arrestin-GFP, zaprinast agonist (AID 2058); G-protein coupled receptor 35 (Homo sapiens); U2OS GPR35 beta-arrestin-GFP translocation imaging, zaprinast antagonism; higher % means a stronger effect; one-dose inhibition, % at 10 µM; IC50 in µM for titrated hits; 290,000 compounds, 0.052% hits;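 active = inhibition of at least 50% with at least 30 cells and total cytoplasm GFP at most 10,000,000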
West Nile virus CPE = West Nile virus antiviral activity, cell-based, CPE readout (AID 1621); West Nile virus-infected cells, CPE inhibition; higher % means a stronger effect; CPE inhibition, % at 10 µM, or IC50 in µM where a hit was titrated; 290,000 compounds, 0.02% hits; in the data active = a potency from the dose series; note: strong numbers were not always called active
KOR beta-arrestin-2 = KOR antagonists, beta-arrestin recruitment, cell-based, luminescence, uHTS (AID 1778); Kappa-type opioid receptor (Homo sapiens); KOR beta-arrestin recruitment, luminescence, antagonist mode; higher % means a stronger effect; inhibition, % at 10 µM, or IC50 in µM where a hit was titrated; 290,000 compounds, 0.091% hits; in the data active = inhibition above about 50%; note: strong numbers were not always called active
GPR55 beta-arrestin = GPR55 agonists via beta-arrestin recruitment, primary screen, imaging, U2OS cells, beta-arrestin-GFP redistribution (AID 1961). G-protein coupled receptor 55 (Homo sapiens). U2OS GPR55 beta-arrestin-GFP redistribution imaging; higher % means a stronger effect. activation, % at 10 µM, or EC50 in µM where a hit was titrated. 290,000 compounds, 0.048% hits;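 active = activation above 40% with more than 50 cells counted in the well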;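 note: U2OS osteosarcoma cells stably expressing GPR55 and beta-arrestin-GFP; plate controls were DMSO negative control for no effect and LPI positive control for full effect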
PhoP inhibition = inhibitors of PhoP regulon expression, primary screen, Salmonella Typhimurium, GFP reporter (AID 1863). S. Typhimurium PhoP-regulated promoter GFP reporter, 4 h; higher % means a stronger effect. inhibition, % at 50 µM; hits with a dose series show IC50 in µM. 300,000 compounds, 0.16% hits;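 active = inhibition over 29.93%, a cutoff 3 SD above the screen mean, later confirmed by dose response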;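 note: 0% = low Mg2+ inducing control and 100% = high Mg2+ repressing control; strong numbers were not always called active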
T cell HTS vesicle-bound % = further read-out of T cell HTS, marked with its call; double positive events, %; measured here: CD8+ vesicle-bound cell fraction;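 binding gate set so that unloaded-vesicle control wells show 10% double positive cells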
NTR1 agonist cell count 20 µM = recorded beside NTR1 agonist, whose call it bears; cell count; measured here: cell count, cytotoxicity flag
* hit, by the source's call; i = inactive; nt = not tested or not shown; & = joins results of further samples; [ ] = dose if it differs, or a comment. Random draw from the library; 0.62% or so of the library scored in one or more.

Every second line gives: NTR1 agonist | NTR1 agonist cell count 20 µM | T cell HTS | T cell HTS vesicle-bound % | KOR beta-arrestin-1 | GPR55 LPI antagonism | GPR35 antagonists | West Nile virus CPE | KOR beta-arrestin-2 | GPR55 beta-arrestin | PhoP inhibition
Cc1oc2ccc(OS(C)(=O)=O)cc2c1C(=O)OC(C)C
→ 2.0 | 38 | i | 53 | -8.1% | 3% | -6% | -0.5% | 17% | -0.3% | -8%
O=C(Nc1nccs1)C1CCCN1S(=O)(=O)c1ccc(F)cc1 (centres undefined)
→ -1.1 | 43 | i | 58 | 0.1% | 3% | 3% | 0.3% | -20% | -0.4% | -3%
Cc1ccn2cc(CNS(=O)(=O)c3ccc4ccccc4c3)nc2c1
→ 0.0 | 73 | i | 37 | 22% | 0% | 6% | -0.9% | -1% | -0.1% | 3%
O=c1c(-c2ccccc2)coc2c(CN3CCCC3)c(O)ccc12
→ 0.3 | 55 | i | 50 | -2.4% | 0% | -6% | 0.5% | 1% | -0.2% | 4%
NNC(=O)c1ccc2[nH]c3c(c2c1)CCCC3
→ 3.1 | 34 | i | 32 | -5.3% | 4% | -13% | -0.3% | -16% | -0.4% | -10%
CC1CCN(c2nc(Cl)nc(Nc3ccc([N+](=O)[O-])cc3)n2)CC1
→ 6.4 | 60 | i | 47 | 2.8% | 27% | 2% | -1.1% | 31% | 0.5% | -1%
CCc1ccc(OCC(=O)Nc2cccc3c2CCCC3)cc1
→ 2.2 | 90 | i | 39 | 7.1% | 2% | -6% | -0.1% | -21% | -0.3% | -9%
Cc1cccc(NC(=O)Cn2c(O)c(N=NC(=O)c3ccncc3)c3ccccc32)c1
→ 1.3 | 66 | i | 65 | -5.6% | -3% | 0% | -0.3% | 5% | 0.4% | -4%
COc1ccc(CC(=O)OCCN(C)C)cc1
→ -0.3 | 56 | i | 32 | -7.8% | -1% | -1% | 1.4% | -8% | -0.1% | -5%
C=CCN(CC=C)Cc1c(C)[nH]c2c(C)c(C)ccc2c1=O
→ 0.5 | 32 | i | 53 | -2.2% | 0% | -7% | -0.4% | -26% | -0.1% | nt
CCn1c(=O)c(C(=O)NCCN2CCCCC2)c(O)c2ccccc21
→ -1.5 | 94 | i | 7 | -1.6% | 10% | -12% | -0.5% | -4% | -0.3% | 1%
COc1cc(C(=O)NCc2ccncc2)cc(Br)c1OCc1ccccc1
→ 2.9 | 47 | i | 41 | -0.4% | -24% | 2% | 0.4% | -38% | -0.2% | -1%
CC(=O)N1CCN(C(=O)C2(NC(=O)Nc3cccc(F)c3)CCCCC2)CC1
→ 1.1 | 45 | i | 23 | 2.9% | -5% | -6% | 0.2% | -9% | 0.6% | -6%
CCN(CC)CCC(=O)N1c2ccccc2CCc2ccc(NC(=O)OC(C)C)cc21
→ 0.1 | 49 | i | 47 | -6.9% | 16% | 2% | -0.5% | 23%[20 µM] | 0.4% | -7%
CC1CCN(C(=O)CSc2nc3c(c(=O)n(C)c(=O)n3C)n2C)CC1
→ -1.3 | 58 | i | 38 | -3.7% | 6% | -8% | -0.2% | -11% | 0.2% | -7%
Cc1ccc(C(=O)N/C(=C\c2ccco2)C(=O)NCCN2CCOCC2)cc1C
→ -1.0 | 49 | i | 35 | -0.2% | 7% | -17% | -0.5% | 10% | -0.2% | -7%
Cc1ccc(C(=O)N2CCOCC2)cc1Cl
→ -0.7 | 79 | i | 50 | 3.6% | 0% | 3% | 0.8% | 6% | 0.0% | 6%
Cc1cc(NC(=O)c2ccccc2)no1
→ 0.6 | 59 | i | 36 | -3.0% | 7% | -8% | 0.1% | 24% | -0.1% | 6%
O=C(CSc1nc2ncccc2[nH]1)c1cccc([N+](=O)[O-])c1
→ 0.1 | 38 | i | 41 | 3.1% | 0% | -8% | -1.0% | 5% | -0.2% | -2%
Cc1ccc(C(C[N+](=O)[O-])c2c(C)cc3ccccn23)cc1 (centres undefined)
→ 3.4 | 91 | i | 21 | 3.4% | 16% | 2% | -0.6% | -37% | 1.1% | 34%
CN(CCCN1c2ccccc2CCc2ccccc21)CC(=O)c1ccc(Cl)cc1
→ -1.3 | 65 | i | 40 | nt | nt | nt | -0.8% | nt | nt | -9%
Cn1nccc1C(=O)OCC(=O)Nc1nc(-c2ccccc2)cs1
→ 0.7 | 78 | i | 42 | -0.6% | 6% | 2% | 0.0% | 4% | -0.2% | -6%
CCn1c(CNC(=O)c2ccccc2)nnc1SCC(=O)N1CCN(c2ccccc2)CC1
→ 2.0 | 81 | i | 7 | 1.0% | 0% | 5% | -0.4% | 0% | -0.3% | 0%
Cc1cnc(C(=O)N2CCCC(C(=O)c3ccc(C(C)(C)C)cc3)C2)cn1 (centres undefined)
→ 2.1 | 59 | i | 16 | 0.2% | 4% | 8% | -2.0% | -1% | -0.3% | -1%
C=CCOc1cccc(C2/C(=C(/O)c3ccc(Cl)cc3)C(=O)C(=O)N2CCN2CCOCC2)c1 (centres undefined)
→ 1.2 | 71 | i | 33 | 4.2% | 18% | -3% | -0.4% | -19% | -0.1% | -12%
O=CN1CCN(C2CC(=O)N(c3ccc4c(c3)OCO4)C2=O)CC1 (centres undefined)
→ -1.5 | 80 | i | 24 | -2.1% | -9% | -13% | 0.2% | -20% | -0.3% | 1%
O=C(NCCc1ccccc1)c1ccc(NC2=NC3CS(=O)(=O)CC3S2)cc1 (centres undefined)
→ 0.3 | 78 | i | 12 | 0.6% | -10% | 14% | -0.1% | -1% | -0.2% | 5%
CCCN1C(=O)/C(=C/c2ccc(C)s2)SC1=Nc1ccc(OC)cc1
→ 5.3 | 31 | i | 48 | 0.2% | 32% | -7% | 0.0% | 13% | -0.1% | -12%
Cc1ccc2c(nc3s/c(=C/c4cccs4)c(=O)n32)c1C
→ nt | nt | nt | nt | -7.4% | -18% | -13% | nt | -10% | -0.3% | nt
CCOC(=O)c1nnc(-c2ccccc2)o1
→ -0.1 | 106 | i | 8 | 1.8% | -1% | -6% | 0.8% | 27% | -0.1% | 4%
CC(C)CNC(=O)CC1Nc2ccccc2NC1=O (centres undefined)
→ -1.0 | 47 | i | 20 | -0.6% | 5% | -7% | 0.1% | 6%[20 µM] | -0.1% | -8%
CC(C)C(=O)Nc1ccc(C(=O)N/N=C/c2cc(Br)cc(Br)c2O)cc1
→ 7.3 | 83 | i | 42 | 1.7% | -8% | -2% | -1.1% | -49% | 0.1% | 2%
COc1cccc(C(=O)NCC(=O)N2CCC3(CC2)NCCc2[nH]cnc23)c1
→ -0.5 | 76 | i | 22 | 5.2% | 15% | 16% | 0.6% | -37% | 0.2% | -4%
CN(CC(=O)Nc1ccccc1Sc1ccccc1)C1CCCCC1
→ 7.0 | 61 | i | 12 | 2.4% | 7% | -10% | -0.8% | -16% | 1.5% | -6%
CC1CCN(c2[nH]c(=S)c(C#N)c3c2CCCC3)CC1
→ 0.4 | 52 | i | 67 | -3.9% | 2% | -12% | 0.1% | -27% | 0.0% | 10%
O=C(CNC(=O)c1ccccc1)NCCc1nc2ccccc2[nH]1
→ -0.4 | 49 | i | 43 | 6.2% | -7% | 10% | 0.6% | -21% | 0.2% | 1%
Cc1ccccc1-c1cccc(CN2CCN(C)C(CCO)C2)c1 (centres undefined)
→ -0.5 | 58 | i | 10 | 0.6% | -14% | -1% | -0.2% | -2%[20 µM] | -0.1% | -1%
Cc1ccccc1CN1CCCNC1=O
→ -0.8 | 83 | i | 30 | -3.2% | 4% | -6% | 0.0% | 37% | -0.3% | 11%
Cc1cc(NC(=O)Nc2cccc3ccccc23)no1
→ 0.2 | 58 | i | 70 | -1.3%&-3.0% | 11%&6% | 9%&1% | -0.2% | 5%&23% | -0.3%&-0.1% | 6%&-10%
COc1ccc(-c2[nH]ncc2C=O)cc1
→ 3.1 | 58 | i | 42 | 1.3% | 7% | -17% | -0.2% | 20% | 0.4% | -14%
COC(=O)c1ccccc1NC(=O)CN(c1cc(OC)ccc1OC)S(C)(=O)=O
→ -2.4 | 97 | i | 20 | 5.6% | -3% | -5% | -0.2% | 9% | -0.1% | -9%
CCOc1cc(/C=C2\SC(=O)N(c3ccc(O)cc3)C2=O)ccc1O
→ 4.8 | 55 | i | 29 | 2.7% | 11% | -7% | -0.3% | 4% | -0.3% | -7%
COC(=O)c1sccc1NC(=O)Nc1cccc(Cl)c1Cl
→ 0.9 | 44 | i | 7 | -0.2% | 22% | 19% | 0.3% | -13% | -0.3% | 0%
O=C(CSc1nc2[nH]ncc2c(=O)n1-c1ccccc1Br)NCc1ccco1
→ 1.2 | 89 | i | 57 | -5.2% | 5% | 8% | 0.9% | -23% | -0.1% | 6%
Cc1ccc(NC(=O)NNC(=O)Cn2nc(-c3ccccc3)c(-c3ccccc3)c(C#N)c2=O)cc1
→ 6.7 | 48 | i | 41 | -2.1% | 4% | -1% | 0.3% | -7% | -0.1% | -12%
CCOC(=O)Cc1csc(NC(=O)c2cc(=O)c3ccccc3o2)n1
→ 1.6 | 48 | i | 55 | -7.0% | 9% | -11% | -0.6% | 30% | 0.2% | -6%
COc1ccc(NC(=O)Cn2cnc3sc(C)c(S(=O)(=O)N4CCN(C)CC4)c3c2=O)cc1OC
→ -0.8 | 47 | i | 54 | -2.2% | 11% | -4% | -0.3% | -2% | -0.4% | 2%
Cn1cc(Cl)c(C(=O)N/N=C/c2ccc(OS(=O)(=O)c3ccccc3)cc2)n1
→ 0.7 | 88 | i | 50 | 2.6% | 8% | -9% | 0.7% | 10% | 0.7% | -7%
COc1cc2c(cc1OC)CN(S(=O)(=O)c1ccc3c(c1)OCCO3)CC2
→ -0.4 | 67 | i | 45 | -3.5% | -2% | 7% | 0.3% | 8% | -0.2% | -3%
Cn1nc(CC(=O)NCCN2C(=O)CSC2=O)c2ccccc2c1=O
→ -5.5 | 96 | i | 27 | -0.6% | -15% | -16% | 0.2% | 16% | -0.2% | -2%
COc1cc(C2/C(=C(\O)c3ccc4c(c3)CC(C)O4)C(=O)C(=O)N2CCCn2ccnc2)ccc1O (centres undefined)
→ 0.6 | 45 | i | 30 | -2.4% | 16% | 3% | 0.1% | 18% | -0.1% | 10%
